Assay outcomes (PubChem BioAssay)
NadD block: inhibitors of Staphylococcus aureus NadD; purified NadD enzyme, colorimetric absorbance read-out; inhibition, % at 20 µM; 360,000 compounds, 0.78% hits; in the data active = inhibition above about 26%; also: some compounds past the cut are filed as inactive
DNMT1 block: blocks human DNA methyltransferase DNMT1. DNMT1 molecular beacon, Hinp1I cleavage, fluorescence. inhibition (reported as % activation of signal), % at 10 µM. 360,000 compounds, 0.83% hits. AID 588458; in the data active = inhibition above about 50%
LMPTP block: LMPTP (human) inhibition; P24666; recombinant LMPTP-A, OMFP fluorogenic substrate, fluorescence intensity; inhibition, % at 20 µM; 360,000 compounds, 0.22% hits; AID 651560;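 active = compounds that cut the enzyme signal by at least half of the control window in the single-dose screen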;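 also: plate controls were DMSO wells with enzyme plus substrate for no effect and substrate without enzyme for full effect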
Target sequence (P24666 whole entry, looked up): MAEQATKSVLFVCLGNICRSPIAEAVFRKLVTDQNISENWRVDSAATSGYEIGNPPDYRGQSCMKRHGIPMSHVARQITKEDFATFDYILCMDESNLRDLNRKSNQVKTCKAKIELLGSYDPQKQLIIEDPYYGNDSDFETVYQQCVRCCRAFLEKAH
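Assay system: LMPTP-A phosphatase enzyme | Input: 0.625 nM enzyme | Also added: Fluorogenic phosphatase substrate OMFP at 400 µM final | Compound dosing: One test concentration per compound, 20 µM, with 3% DMSO overall | Schedule: 50 min enzyme reaction at room temperature, protected from light | Signal: Fluorescence intensity | Benchmarks: no-enzyme and uninhibited controls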
Scp1 inh: blocks human Scp-1 phosphatase activity; Q9GZU7; Recombinant Scp1, phosphopeptide, malachite green phosphate absorbance; inhibition, % at 20 µM; 340,000 compounds, 0.88% hits;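 active = inhibition above about 50% at 20 µM, limit read from the data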;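 also: plate controls were DMSO wells with enzyme for no effect and wells lacking enzyme for full effect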
Target sequence (Q9GZU7 76-261 limits assumed): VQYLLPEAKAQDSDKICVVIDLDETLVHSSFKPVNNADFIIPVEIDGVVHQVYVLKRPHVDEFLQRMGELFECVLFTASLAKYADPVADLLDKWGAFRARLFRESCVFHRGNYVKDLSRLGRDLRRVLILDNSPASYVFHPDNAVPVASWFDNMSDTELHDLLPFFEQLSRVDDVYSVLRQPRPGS
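Material: truncated SCP-1 phosphatase (76-261aa) / Buffer or medium: 50 mM Tris acetate pH 5.5, 0.005% Tween-20, 10 mM MgCl2 / Compound dosing: one concentration, 20 µM, with 1.0% DMSO / Incubation: 45 min room-temperature reaction, 5 min colour, 30 min stabiliser / Detection: colorimetric free-phosphate detection, absorbance 630 nm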
Tb MetRS inh: blocks T. brucei methionyl-tRNA synthetase activity; purified T. brucei MetRS, ATP depletion, Kinase-Glo luminescence; inhibition, % at 11.9 µM; 360,000 compounds, 0.4% hits;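 active = inhibition above a per-plate cutoff of the control wells' mean inhibition plus 3 SD, cut at about 5.5% in these data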;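 also: 0% = DMSO wells median and 100% = median of wells with control inhibitor compound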
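Material: T. brucei methionyl-tRNA synthetase, purified; reagent: substrates ATP, L-methionine and bulk Escherichia coli tRNA; dosing: 11.9 µM single point; timing: 15 min plus 2 h at 25 °C; detection: luminescence of leftover ATP; evaluation: % inhibition; control set: DMSO-only wells as low control; replicates: singlicate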
STEP block: blocks human striatal-enriched tyrosine phosphatase. AID 588621. inhibition, % at 20 µM. 360,000 compounds, 0.25% hits. P54829. recombinant STEP, OMFP fluorogenic substrate, fluorescence;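 active = inhibition at 20 µM, scaled per plate between control wells, above about 37%, limit read from the data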;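 also: 0% = DMSO with enzyme and substrate and 100% = substrate only without enzyme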
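Material: STEP (striatal-enriched tyrosine phosphatase) enzyme, cell-free | Medium: 50 mM Bis-Tris pH 6.0 with 2.5 mM DTT and 0.005% Tween 20 | Read-out: Percent inhibition scaled to no-enzyme and uninhibited-enzyme controls, plate-pattern corrected | Signal: Fluorescence read at 480 nm ex / 540 nm em | Times: 20 min reaction, room temperature, in the dark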
CSN inh: blocks human CSN-mediated cullin deneddylation. Purified CSN, SCF-Nedd8-OG deneddylation, fluorescence polarization. inhibition, % at 12.5 µM. 360,000 compounds, 0.38% hits. AID 651999;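 active = pattern-corrected inhibition above about 35%, with an unprinted fluorescence ratio check between 0.5 and 1.5, limit read from the data, passing the limit was not always enough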;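 also: 0% = enzyme with substrate and 100% = substrate without enzyme; some results filed as inactive read as strong as hits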
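Schedule: reaction 90 min, room temperature / Assay system: HEK293T-derived human Csn5 enzyme / Input: Csn5 at 0.24 nM final / Measure: inhibition of Csn5 cleavage, % / Control set: substrate-only high control, full reaction low control / Technique: fluorescence polarization of the substrate / Buffer or medium: Tris/NaCl/DTT buffer, pH 7.5 / Reagent: SCFSkp2-Nedd8OG substrate at 10 nM final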
Rpn11 inh: Rpn11 (human) deubiquitinase inhibition; AID 588493; calls only at 20 µM; human 26S proteasome, Ub4-pepOG fluorescence polarization; 20S core pre-blocked with epoxomicin; O00487; 360,000 compounds, 0.59% hits;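 active = inhibition at 20 µM, scaled to each plate's controls, above about 33%, limit read from the data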
SUMO1 PPI mod: SUMO1-SIM interaction modulation; P63165; SUMO1 binding to a labelled peptide, TR-FRET, 1 h; 360,000 compounds, 0.33% hits; inhibition, % at 20 µM; in the data active = inhibition above about 37%
Target sequence (P63165 whole entry, looked up): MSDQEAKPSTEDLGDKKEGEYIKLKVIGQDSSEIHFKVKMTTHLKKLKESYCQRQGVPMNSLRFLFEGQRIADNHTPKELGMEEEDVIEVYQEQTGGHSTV
MLLE-PAM2 inh: inhibitors of microRNA-mediated deadenylation, human PABP1 MLLE binding; P11940; GST-MLLE / FITC-PAM2 fluorescence polarization; inhibition, % at 20 µM; 360,000 compounds, 0.36% hits; in the data active = inhibition above about 35%, passing the limit was not always enough;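 also: plate controls were DMSO wells with GST-MLLE for no effect and wells lacking GST-MLLE protein for full effect; some results filed as inactive read as strong as hits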
Target sequence (P11940 whole entry, looked up): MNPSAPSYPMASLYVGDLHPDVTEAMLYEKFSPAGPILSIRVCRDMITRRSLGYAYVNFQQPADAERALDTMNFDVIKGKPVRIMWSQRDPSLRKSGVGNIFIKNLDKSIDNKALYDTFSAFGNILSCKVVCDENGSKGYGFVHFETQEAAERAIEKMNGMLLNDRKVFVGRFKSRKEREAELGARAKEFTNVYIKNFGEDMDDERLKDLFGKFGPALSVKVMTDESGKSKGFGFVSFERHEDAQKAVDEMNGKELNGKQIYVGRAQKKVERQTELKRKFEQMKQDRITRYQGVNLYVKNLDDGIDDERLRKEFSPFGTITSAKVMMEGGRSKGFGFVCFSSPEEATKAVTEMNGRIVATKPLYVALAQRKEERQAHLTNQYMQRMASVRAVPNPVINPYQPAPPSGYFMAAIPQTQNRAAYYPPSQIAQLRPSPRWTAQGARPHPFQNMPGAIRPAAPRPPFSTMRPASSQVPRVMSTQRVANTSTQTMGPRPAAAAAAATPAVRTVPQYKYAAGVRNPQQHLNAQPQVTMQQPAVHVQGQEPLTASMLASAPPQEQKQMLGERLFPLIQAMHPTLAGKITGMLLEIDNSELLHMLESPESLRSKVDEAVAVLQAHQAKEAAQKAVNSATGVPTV
* marks the source's active call; other numbers are inactive results; i = inactive; . = no result given. This is a random part of the collection; overall some 3.6% were active at least once.

entry	SMILES	NadD block	DNMT1 block	LMPTP block	Scp1 inh	Tb MetRS inh	STEP block	CSN inh	Rpn11 inh	SUMO1 PPI mod	MLLE-PAM2 inh
1	CC(=O)c1ccc(NC(=O)COC(=O)CCc2ccc(S(=O)(=O)N3CCOCC3)cc2)cc1	-6	1	0.0	-8	-0.4	-1	4	i	-4	3
2	CN(c1nc2c(c(=O)n(C)c(=O)n2C)n1CC(=O)c1ccccc1)C1CCCCC1	1	1	0.3	-5	-0.7	4	6	i	0	-9
3	O=C(COC(=O)c1ccc([N+](=O)[O-])o1)Nc1ccc(Br)cc1F	-3	-6	-0.3	-5	-0.3	0	-3	i	-35	2
4	CC(=O)N1N=C(c2ccc(C)cc2)OC1c1cccnc1 (centres undefined)	-1	3	-1.6	5	-0.8	5	-1	i	-2	1
5	COC(=O)Cn1cc(C#N)c2ccccc21	3	-1	-3.2	-2	0.1	2	12	i	1	-99
6	COC(=O)c1ccc(OCCOc2ccccc2C)cc1	-4	-6	2.5	-14	-1.9	4	1	i	7	-10
7	Cc1cc(C(=O)OC(C(=O)Nc2cccc(C(F)(F)F)c2)c2ccccc2)c(C)o1 (centres undefined)	-1	-14	4.1	-12	0.2	-3	-14	i	-1	-14
8	O=C1N(Cc2cccnc2)C[C@@H]2C[C@@H](c3cccc(OC4CCCC4)c3)N3CCC[C@@]123	1	-6	1.5	-2	-1.0	1	0	i	-1	-24
9	CCC1CCCCN1C(=O)c1c(-c2ccccc2)noc1C (centres undefined)	-4	2	0.5	-10	-0.2	-4	4	i	3	-1
10	Cc1ccc(C(=O)O)cc1-c1ccc(/C=C2\SC(=O)N(CC(=O)Nc3ccc4c(c3)OCO4)C2=O)o1	28	13	61*	94*	-0.3	9	102*	i	106*	-2
11	Cc1ccc2nc(NC(=S)NC(=O)c3cccs3)sc2c1	7	-3	-0.7	-6	-0.8	-4	-2	i	1	21
12	CC(C)(C)n1nnnc1C(c1cccnc1)N1CCN(C2CCCCC2)CC1 (centres undefined)	-4	0	-0.7	-9	0.3	3	0	i	3	-6
13	CN(C(=O)c1ccccn1)c1nnc(-c2cccnc2)s1	0	-1	-1.0	1	0.6	-2	3	i	1	-11
14	Cc1ccc2nc(SCC(=O)Nc3ccc4c(c3)OCO4)nc(=O)n2c1	-1	-2	-1.8	-3	-0.4	1	4	i	2	-3
15	Cc1cc(C(=O)NNS(=O)(=O)c2cccc(Cl)c2)nn1C(C)(C)C	-2	2	-0.3	-8	0.3	0	0	i	-2	2
16	Oc1ccccc1N1CCN(c2ncnc3scc(-c4ccccc4)c23)CC1	15	-8	3.8	-3	-0.4	-1	1	i	-1	-7
17	COc1ccc(C(=O)Nc2cc(C)nn2-c2cccc(F)c2)cc1OC	-12	0	-0.9	-14	-0.2	-2	-3	i	-3	3
18	Cc1ccc(NC(=O)CNC(=O)c2cccs2)cc1S(=O)(=O)Nc1ccc(Cl)cc1	2	-3	-0.6	-13	2.0	-2	3	i	29	-2
19	O=C(NCCc1ccccc1)C(=O)NCCC1CCCCN1S(=O)(=O)c1ccccc1 (centres undefined)	-11	-1	-0.1	-4	-0.4	1	-4	i	5	10
20	COCCn1c(C)cc(/C=N/NC(=O)c2cccnc2)c1C	8	-1	-0.7	-9	-0.5	-4	13	i	0	-10
21	CCCCN1C(=O)C2C(c3ccc(OC)cc3O)NC(CC(C)C)(C(=O)O)C2C1=O (centres undefined)	3	3	-1.4	-9	-0.3	-3	-10	i	1	5
22	CCN(Cc1ccncc1)Cc1c(O)ccc2ccccc12	-1	-4	-2.0	0	-0.1	1	13	i	-5	29
23	Cc1c(Cl)cccc1NC(=O)CCN1CCN(CCO)CC1	-6	-1	-5.3	-5	-0.8	2	-3	i	-2	-11
24	O=C1CN(S(=O)(=O)c2ccc(F)cc2)c2ccccc2N1	-2	5	-1.8	-7	-1.6	-3	-1	i	-2	-9
25	Clc1ccc(CN(Cc2ccccc2)C(c2cccs2)c2nnnn2C2CCCC2)cc1 (centres undefined)	-3	4	3.9	-10	0.2	2	0	i	-4	5
26	O=C(/C=C/c1ccc(Cl)cc1)NCCN1CCOCC1	-2	-8	-0.5	-2	0.0	-1	0	i	-6	3
27	Cc1ccc(NC(=O)CN(C)C(=O)C2CSC3(C)CCC(=O)N23)cc1 (centres undefined)	-1	2	-1.5	.	-0.2	-4	-5	i	-2	3
28	CO/N=C/NC(=O)NOCc1ncc(C(F)(F)F)cc1Cl	-6	-1	-1.3	0	-0.3	3	1	i	1	6
29	Clc1ccccc1Cc1noc(CN2CCSCC2)n1	3	4	-0.5	-5	-0.9	0	0	i	1	-10
30	O=C(NCC(c1ccco1)N1CCc2ccccc2C1)c1cccc(Br)c1 (centres undefined)	-2	0	1.2	-1	-0.1	-3	-3	i	3	4

Sorted by SMILES length (high to low): part of the list above.
entry	SMILES	NadD block	DNMT1 block	LMPTP block	Scp1 inh	Tb MetRS inh	STEP block	CSN inh	Rpn11 inh	SUMO1 PPI mod	MLLE-PAM2 inh
19	O=C(NCCc1ccccc1)C(=O)NCCC1CCCCN1S(=O)(=O)c1ccccc1 (centres undefined)	-11	-1	-0.1	-4	-0.4	1	-4	i	5	10
12	CC(C)(C)n1nnnc1C(c1cccnc1)N1CCN(C2CCCCC2)CC1 (centres undefined)	-4	0	-0.7	-9	0.3	3	0	i	3	-6
23	Cc1c(Cl)cccc1NC(=O)CCN1CCN(CCO)CC1	-6	-1	-5.3	-5	-0.8	2	-3	i	-2	-11

Later entries
entry	SMILES	NadD block	DNMT1 block	LMPTP block	Scp1 inh	Tb MetRS inh	STEP block	CSN inh	Rpn11 inh	SUMO1 PPI mod	MLLE-PAM2 inh
31	CCNC(=S)N(CCN(C)C)Cc1cc2cc3c(cc2[nH]c1=O)OCO3	-5	-1	2.8	-4	-0.7	10	1	i	1	-97
32	Cc1ccc(S(=O)(=O)NNC(=S)Nc2ccccc2)cc1	-7	-2	-1.4	-6	-0.5	-2	4	i	0	14
33	Cc1ccc(NC(=O)CN2C(=O)NC3(CCCc4ccccc43)C2=O)cc1S(=O)(=O)N1CCOCC1 (centres undefined)	8	-1	0.9	3	-0.7	2	-2	i	3	19
34	CC1CCCC(NC(=O)COC(=O)Cc2ccc(Cl)cc2)C1C (centres undefined)	2	0	-0.7	-2	-0.3	-1	-1	i	2	5
35	COc1ccc(-n2c(C)cc(C(=O)COc3ccc(-n4cnnn4)cc3)c2C)cc1	7	5	0.3	-3	-0.8	8	-1	i	-3	-11
36	COc1ccc(NC(=O)C2C3C=CC4(O3)C2C(=O)N(CCN2CCCCC2C)C4C(=O)NC2CCCC(C)C2C)cc1 (centres undefined)	-11	2	7.0	-6	-0.3	-1	2	i	1	6
37	Nc1ccc2oc(-c3ccccc3Cl)nc2c1	-2	-10	0.3	-11	-0.6	-3	1	i	-3	-17
38	O=C1CS/C(=N/N=C/c2ccccc2)N1Cc1ccco1	-6	-1	-0.5	-13	0.0	0	-4	i	1	2
39	Cn1c(=O)[nH]c(=O)c2c1nc(NCc1ccco1)n2Cc1ccccc1Cl	-3	6	-1.9	1	-0.2	-1	0	i	1	21
40	O=C1c2ccccc2C(=O)N1CCCCSc1nnc(-c2ccc(OC(F)F)cc2)o1	-4	0	1.0	-7	-1.7	2	1	i	0	-26
41	COc1cccc(CSc2nnc(-c3ccncc3)n2C)c1	-6	-2	-1.6	-2	0.3	1	-1	i	0	-7
42	CCOc1ccc(OCCC(=O)N(CC)CC(=O)Nc2ccccc2OC)cc1	-3	3	0.5	-5	-0.3	1	0	i	-2	13
43	O=C(Nc1ccc([N+](=O)[O-])cn1)C1CC2CCC1C2 (centres undefined)	2	4	-0.1	-4	0.2	-2	4	i	-15	-10
44	O=[N+]([O-])c1ccc(-c2ccc(/C=N/c3c(-c4ccco4)nc4ccccn34)o2)cc1	15	7	12	2	-0.3	0	-4	i	-21	10
45	COc1ccc(N=Nc2nc3cc(Br)c(Br)cc3n2C)c(OC)c1	0	0	0.8	-4	-0.6	-13	-60	i	1	157
46	CCOC(=O)c1c(C)[nH]c(C)c1C(=O)COc1ccc(NC(=O)c2ccco2)cc1	-6	6	1.9	32	0.4	1	0	i	2	-5
47	O=C(COC(=O)c1c(F)cccc1Cl)NC1CCCCC1	2	2	-0.2	-6	0.1	0	2	i	7	6
48	O=C(Nc1sc2c(c1C(=O)O)CCC2)c1ccc(F)cc1	-3	10	-0.4	-11	-0.3	4	0	i	2	19
49	CCSc1nnc(C)c(=O)n1COC(=O)c1ccc(S(=O)(=O)N2CCCC2)cc1	4	12	1.0	3	-0.7	1	-1	i	2	-2
50	CCCn1c(=O)c2sccc2n2c(CCCC(=O)NC3CCN(Cc4ccccc4)CC3)nnc12	-4	0	0.2	0	-0.5	0	2	i	6	3
51	NC(=O)c1c(NC(=O)c2ccncc2)sc2c1CCCC2	-3	-2	-0.1	-6	-1.0	0	-2	i	-6	-10
52	COc1ccc(C(=O)NCc2nnc(SCC(=O)NCCc3ccccc3)o2)cc1	-5	3	-0.8	0	0.6	-4	1	i	-1	12
53	Cc1ccc2nc(CSc3nnc(-c4ccco4)o3)cc(=O)n2c1	11	3	2.1	14	1.1	2	4	i	9	20
54	CNC(=O)[C@@]1(C)C=C[C@@H](Cc2ccccc2)N1C(=O)OC	2	1	-0.5	0	-0.3	-2	3	i	5	4
55	COc1cc(C(=O)OCc2csc(CC(=O)Nc3cc(C)ccc3C)n2)ccc1OC(F)F	4	2	1.3	-5	-0.5	-1	3	i	3	-7
56	COc1ccc(NC(=O)CC(C)CC(=O)NCc2ccccc2)c(OC)c1 (centres undefined)	-6	-4	-1.6	-5	-0.7	-1	-3	i	0	1
57	O=C(CN1CCN(Cc2ccccc2F)C1=O)NCCc1ccc(Cl)cc1	0	2	-0.9	-12	-0.4	-2	3	i	4	-5
58	CCCCc1nnc(NC(=O)COC)s1	0	0	0.8	-6	0.0	0	0	i	0	-4
59	CCCCNC(=S)NNC(=O)c1ccco1	-5	-1	-0.7	0	-1.4	-3	6	i	1	-39
60	COc1ccc(N2CCN(CCCNC(=O)CCCn3c(=O)[nH]c4ccsc4c3=O)CC2)cc1	-7	6	11	1	0.8	-4	4	i	-1	-7
61	Cc1cc(C(=O)CN2C(=O)NC(Cc3c[nH]c4ccccc34)C2=O)c(C)n1C (centres undefined)	0	-10	-1.4	-7	0.6	5	-6	i	2	5
